Source: PubChem (NCI)
NCI-60 one-dose screen, 48 h, at 10 µM unless noted. Numbers give growth in % (100 = growth as untreated, 0 = no growth, -100 = all killed).
SK-MEL-28: SK-MEL-28 melanoma; actives 4.1% (n = 81,000); AID 1794761
LOX IMVI: LOX IMVI melanoma; actives 7.4% (n = 79,000)
UACC-257: UACC-257 melanoma; AID 1794764; actives 4.4% (n = 78,000)
MALME-3M: MALME-3M melanoma; AID 1794766; actives 5.8% (n = 78,000)
T-47D: T-47D breast cancer; AID 1794792; actives 5% (n = 79,000)
SK-MEL-2: SK-MEL-2 melanoma. actives 4.7% (n = 77,000). AID 1794763
HS 578T: HS 578T breast cancer; actives 4.1% (n = 78,000)
SK-MEL-5: SK-MEL-5 melanoma. actives 6.4% (n = 80,000)
The depositor's hits bear a star; . = not tested or not shown; & = joins results of further samples; [ ] = another dose, or the depositor's remark. How the source made its calls: active means growth percent below 10; inactive means the rest.

SMILES	UACC-257	SK-MEL-5	T-47D	SK-MEL-28	LOX IMVI	HS 578T	MALME-3M	SK-MEL-2
COc1cc(NC(=O)c2cc(O)c(CC=C(C)C)c(O)c2)cc2c1O[C@]1(C)CC[C@@H](O)C(C)(C)[C@H]1C2	36.3	-20.3*	7.1*	18.8	12.7	13.1	43.9	14.7
COc1ccc2c(c1)CC[C@@]1(C)[C@H](C)C=C(I)[C@@]21CCCO	107.3	98.2	71.4	102.1	73.6	101.1	101.4	120.9
Fc1ccc(CCNc2ncnc3[nH]ncc23)cc1	105.2	100.4	78.4	115.8	89.8	83.1	150.4	95.3
COc1ccc(-c2c(C)c(C)cc3cc4c(cc23)OCO4)cc1	96.9	99.6	88.1	108.6	98.4	101.3	.	84.3
Cc1cccc2cc(/C=C/C(=O)/C=C/c3ccc(Cl)cc3)c(=O)[nH]c12	.	91.2	41.6	75.4	4.2*	50.9	105.6	91.0
CC(=O)c1csc2ccccc12	102.9	100.2	108.2	111.6	94.3	100.1	104.8	104.6
CC1=NCC(C)c2ccccc21 (stereo not given)	109.9	105.3	83.5	116.8	95.3	110.4	111.0	116.1
Cc1cc(C2(c3ccc(O)c(C)c3)CCCCC2)ccc1O	97.1	92.0	109.1	150.8	92.5	140.4	77.4	110.0
Clc1ccccc1-c1nc(Nc2nc3ccccc3s2)nc(C(Cl)(Cl)Cl)n1	83.9	90.7	38.7	51.3	.	70.0	79.6	85.9
Cc1cccc2cc[nH]c12	102.5	100.8	116.4	94.3	113.8	124.3	129.6	99.7
COc1cc(-c2nc3c(ncc4ccc(=O)n(-c5ccccc5)c43)s2)cc(OC)c1OC	100.8	68.5	37.9	78.3	58.4	52.6	65.4	88.4
CC(C)c1ccc(/C=N\Nc2ccc([N+](=O)[O-])cn2)cc1	110.3	101.9	83.0	116.8	83.5	110.1	101.9	95.1
Cc1nc2cc(Nc3nc(NCCN)nc(Nc4ccc(F)cc4)n3)ccc2n1Cc1ccccc1	90.5	86.6	69.1	107.1	58.2	101.5	93.5	90.5
Cc1nc2cccc(CCCCCC(=O)NO)c2c(=O)n1-c1ccccc1	87.9	93.5	97.5	91.0	96.0	87.7	79.9	102.5
Cc1cc(=O)oc2cc(OCCCCOc3ccc(/C=C/C(=O)Nc4ccc([N+](=O)[O-])cc4)cc3)ccc12	109.9	101.1	97.8	116.4	114.0	102.7	107.8	112.6
CCCN(CCC)/N=C/c1c2c(O)c3c(O)c(C)c4c(c3c1O)C(=O)C(C)(O/C=C/C(OC)C(C)C(OC(C)=O)C(C)C(O)C(C)C(O)C(C)/C=C/C=C(C)C(=O)N2)O4 (stereo not given)	81.8	52.5	75.6	92.1	83.5	81.3	118.6	82.8
COc1cc(C(=O)O)cc(Cl)c1OC	97.9	109.2	93.1	117.9	95.8	96.2	109.5	109.2
CNc1c(Cl)c(Cl)cc(Cl)c1Cl	101.4	105.4	112.3	114.3	100.1	98.5	96.3	110.9
COc1ccc(Cc2nnc(NC(=S)Nc3ccccc3)s2)cc1	113.7	102.4	100.7	104.2	100.1	103.1	99.3	.
CNC(=O)OCc1nc(SC2CCCCO2)n(C)c1COC(=O)NC (stereo not given)	90.1	97.6	102.2	111.6	100.8	92.5	110.5	109.5
CCSc1nc2c(c(=O)n(C)c(=O)n2C)n1C	97.5	100.8	96.7	107.4	.	.	128.6	107.3
CCC(=O)C(c1ccccn1)C(C)C (stereo not given)	92.0	96.8	82.7	106.7	96.7	94.9	110.2	99.6
CC(C)=CC=C(C)C	103.0	104.7	106.9	117.4	99.0	105.3	111.0	120.7
Oc1ccccc1C=Nc1cccc2c1C(O)c1ccccc1-2 (stereo not given)	99.8	97.3	87.0	104.5	90.9	81.3	82.0	101.7
C#C[C@]1(O)CC[C@H]2[C@@H]3CC=C4c5sc(C6CC6)nc5CC[C@]4(C)[C@H]3CC[C@@]21C	78.9	93.5	73.8	69.3	62.6	68.1	107.1	90.0

Quoted at random: five records from the list
SMILES	UACC-257	SK-MEL-5	T-47D	SK-MEL-28	LOX IMVI	HS 578T	MALME-3M	SK-MEL-2
CNc1c(Cl)c(Cl)cc(Cl)c1Cl	101.4	105.4	112.3	114.3	100.1	98.5	96.3	110.9
Oc1ccccc1C=Nc1cccc2c1C(O)c1ccccc1-2 (stereo not given)	99.8	97.3	87.0	104.5	90.9	81.3	82.0	101.7
CCCN(CCC)/N=C/c1c2c(O)c3c(O)c(C)c4c(c3c1O)C(=O)C(C)(O/C=C/C(OC)C(C)C(OC(C)=O)C(C)C(O)C(C)C(O)C(C)/C=C/C=C(C)C(=O)N2)O4 (stereo not given)	81.8	52.5	75.6	92.1	83.5	81.3	118.6	82.8
Cc1cccc2cc[nH]c12	102.5	100.8	116.4	94.3	113.8	124.3	129.6	99.7
CC(C)=CC=C(C)C	103.0	104.7	106.9	117.4	99.0	105.3	111.0	120.7

(further entries)
SMILES	UACC-257	SK-MEL-5	T-47D	SK-MEL-28	LOX IMVI	HS 578T	MALME-3M	SK-MEL-2
Cc1ccc(C(C)C)c(O)c1C(=O)O	104.3	108.0	105.8	105.2	92.7	.	104.8	109.6
O=Cc1ccc(/C=C/C(=O)O)cc1	99.9	101.5	107.0	105.7	99.8	107.2	116.0	122.9
CCCn1cc2c(=O)nc3sc(Cc4ccccc4)c(C)n3c2n1	88.3	107.1	84.8	123.3	94.0	99.5	111.7	93.7
CSc1n[nH]c2nc(-c3ccccc3Cl)[nH]c(=O)c12	93.6	.	102.9	108.3	99.3	103.6	103.3	121.5
COc1ccccc1NC(=O)NNC(=O)c1ccncc1	118.1	110.2	105.2	118.1	102.9	.	112.7	103.2
Cc1cc(=O)[nH]c2cc(-c3ccccc3)nn12	134.4	93.2	87.6	96.6	98.1	109.6	80.7	123.4
Cc1nc2ccc(Nc3nc(NCCO)nc(Nc4ccc(F)cc4)n3)cc2n1Cc1ccccc1	101.4	74.0	60.7	107.8	104.0	91.4	93.0	.
O=C(CSc1nnc(-c2c[nH]c3ccccc23)n1-c1ccccc1)Nc1ccc(C(=O)/C=C/c2ccccc2Cl)cc1	107.2	89.8	43.1	96.3	56.6	86.4	64.6	93.5
CCN(CC)CN1C(=O)C(=O)c2ccccc21	112.7	102.6	104.3	108.9	82.8	100.9	110.5	119.7
CCOC(=O)C1(COCc2ccccc2)CCCCC1=O (stereo not given)	97.9	101.3	107.2	100.1	103.5	101.9	105.2	106.9
O=C(CN1C(=O)NC(c2ccccc2)(c2ccccc2)C1=O)c1ccc(N2CCN(c3ccc(Cl)cc3)CC2)cc1	100.6	78.0	71.4	104.2	86.9	91.9	95.9	108.9
O=c1[nH]c(=O)n(C(c2ccccc2)(c2ccccc2)c2ccccc2)cc1N(CCO)CCO	109.2	103.8	.	114.8	93.6	103.3	109.8	96.8
CC1(C)CC[C@]2(c3nnc(-c4cccnc4)o3)CC[C@]3(C)C(=CC[C@@H]4[C@@]5(C)CCC(=O)C(C)(C)[C@@H]5CC[C@]43C)[C@@H]2C1	75.5	45.3	45.8	83.4	.	89.1	78.9	100.5
COc1nc2c(c(=O)n1C)CN(c1ccccc1)C(=O)CN2C	73.6[100 µM]	48.4[100 µM]	26.8[100 µM]	90.4[100 µM]	70.3[100 µM]	59.9[100 µM]	74.3[100 µM]	69.6[100 µM]
Cc1cnc(SCc2ccc(Cl)cc2)nc1N(C)C	125.6	101.4	90.5	120.4	98.3	112.7	119.1	91.2
c1ccc(-c2ccc3ccccc3c2)cc1	94.7	96.4	81.4	106.8	95.7	84.5	84.1	76.6
COc1ccc(/C=C(\C#N)c2cc3ccccc3[nH]2)cc1	52.2	22.2	28.3	49.5	30.3	22.9	52.0	26.2
CCOc1ccc2[nH]c(=O)c(C(c3nnnn3CC3CCCO3)N3CCN(Cc4ccccc4)CC3)cc2c1 (stereo not given)	112.6	104.5	106.2	101.0	87.2	20.1	65.0	102.4
CC(C)c1ccccc1S	120.0	109.9	105.2	115.3	103.7	101.2	102.6	90.8
O=C(O)C1CC2C=CC1C2 (stereo not given)	101.3&117.3	97.8&107.9	106.0&92.3	105.9&106.7	109.5&98.6	102.6&113.5	98.7&107.0	110.4&82.3
COc1cc(C(=O)n2nc(N)c3c(C)cc(C)nc32)cc(OC)c1OC	90.9	73.8	98.5	97.6	54.0	83.2	89.0	30.3
NS(=O)(=O)c1ccc(-n2ncc3c(Nc4ccc(Cl)cc4)ncnc32)cc1	90.5	96.0	86.7	95.9	100.3	91.9	105.3	90.8
COc1cc(/C(C)=N/NC(=O)c2ccncc2)ccc1O	101.3&104.5	110.1&103.4	106.9&99.7	96.5&99.3	104.1&101.8	108.5&117.8	96.9&102.3	85.7&122.9
NC(N)=NS(=O)(=O)c1ccc(N=NC2C(=O)NN(c3ccccc3)C2=O)cc1 (stereo not given)	119.5	98.9	95.8	111.1	96.6	89.0	101.0	.
CCCCCCn1c(=O)c2c(nc(NCCc3ccc(OC)c(OC)c3)n2C)n(C)c1=O	93.9	80.5	.	97.3	.	79.2	109.3	105.6

Two compounds from above with just SK-MEL-2:
molecule | SK-MEL-2
CCCn1cc2c(=O)nc3sc(Cc4ccccc4)c(C)n3c2n1 | 93.7
CSc1n[nH]c2nc(-c3ccccc3Cl)[nH]c(=O)c12 | 121.5

The results go on:
SMILES	UACC-257	SK-MEL-5	T-47D	SK-MEL-28	LOX IMVI	HS 578T	MALME-3M	SK-MEL-2
C/C=C\CSc1ncnc2nc[nH]c12	124.0	98.1	101.4	104.1	97.4	90.8	99.2	101.3
COCCOCC(=O)O	112.6	106.0	105.8	119.6	96.9	125.6	133.2	116.8
NS(=O)(=O)Oc1ccc2nc(Nc3ccc(F)c(F)c3)ccc2c1	103.7	98.7	90.0	98.5	85.3	104.0	101.6	116.0
Cc1cccc(Nc2nc3c(s2)C2=CC[C@H]4[C@@H]5C[C@@H]6O[C@]7(CC[C@@H](C)CO7)C(C)[C@@H]6[C@@]5(C)CC[C@@H]4[C@@]2(C)CC3)n1 (stereo not given in full)	94.5	64.0	73.6	106.8	88.1	102.4	113.8	96.2
O=C(c1ccccc1)C(c1c[nH]c2ccccc12)c1c[nH]c2ccccc12	76.8	92.5	58.0	76.9	-48.4*	61.0	72.8	71.9
O=CCCCC(O)C=O (stereo not given)	105.7	.	95.9	110.8	97.9	98.1	104.5	104.7
Cc1cccc(C(=O)c2ccccc2Cl)c1O	104.2	102.4	112.8	106.9	102.4	103.4	108.7	101.0
Cc1ccc(NC(=O)Nc2nc3ccc([N+](=O)[O-])cc3s2)cc1	-12.5*	-55.0*	-22.3*	14.8	11.6	15.2	-19.2*	-15.2*
Nc1c(C(=O)Nc2ccc(Cl)cc2)sc2nc(-c3cnccn3)cc(-c3cccs3)c12	81.5	76.5	96.7	64.8	-16.8*	47.1	91.2	85.4
COc1cccc(C(=O)Cn2c(C(C)=O)nc3ccccc32)c1	79.4	62.7	49.7	90.0	62.1	78.1	71.9	51.4
CC(=O)Nc1nccs1	94.2	100.6	97.7	98.6	94.8	91.7	76.8	.
S=C(NCCN1CCOCC1)C(=S)NCCN1CCOCC1	104.0&86.6	107.4&108.1	100.1&108.7	106.9&105.4	102.5&105.1	103.4&110.9	81.1&94.4	100.0&106.3
COc1cc(C=O)c([N+](=O)[O-])cc1O	94.1	99.7	105.2	117.9	100.1	106.1	108.9	105.4
CC(C)c1ccc(NCc2cn(-c3ccc(C(=O)O)cc3)nc2-c2cc(C(F)(F)F)cc(C(F)(F)F)c2)cc1	94.9	96.0	71.0	93.3	91.9	68.0	71.0	91.8
